TRHR ag: activates the human TRH receptor. TRHR cells, calcium flux fluo-8, FDSS agonist mode. AID 493084. activation, % at 2 µM. actives 0.18% (n = 360,000); in the data active means activation above about 30%; further: 0% is about no effect
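TRHR-expressing cells, plated overnight in medium with 10% serum, were loaded with fluo-8 calcium dye at room temperature. After a 10 s baseline, library compound was pin-added and calcium release was recorded kinetically (ex 480/em 530) as agonist response.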
TrxR1 inh: inhibitors of rat thioredoxin reductase 1; recombinant rTrxR1, NADPH fluorescence consumption, selenite substrate; actives 1% (n = 390,000); O89049; Potency, µM (titrated, usually from 114 µM), for the others: top-dose activity change, negative = inhibition, most hits filed as inhibitors; further: potency means the concentration at half of the fitted maximal effect; on the % scale 0 is the no-effect control and ±100 the full control effect; nearly all actives have a fitted effect of over 65% in size
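Rat TrxR1 (90 nM in the dispensed reagent) was pre-reduced with 400 uM NADPH for 5 min at room temperature, then incubated with compound for 15 min. After 400 uM selenite was added, NADPH fluorescence (Ex 340/Em 450 nm) was followed for 8 min.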
USP1 inh: USP1/UAF1 (human) deubiquitinase inhibition; O94782; recombinant USP1/UAF1, Ub-Rhodamine cleavage fluorescence; actives 0.23% (n = 390,000); Potency, µM (highest dose often 57.1 µM), for inactives: top-dose activity change, negative = inhibition, actives largely listed as inhibitors; further: potency means the concentration at half of the fitted maximal effect; on the % scale 0 is the no-effect control and ±100 the full control effect; nearly all actives have a fitted effect of over 60% in size; inactives centre near -12
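USP1/UAF1 complex at 1 nM was preincubated with compound for 15 min at room temperature, then Ub-Rho substrate (150nM final) was added. Fluorescence (480/540 nm) was read kinetically, 6 reads every 60 seconds.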
TrxR1 substrate: is turned over as a substrate by rat TrxR1. Potency, µM (titrated, usually from 114 µM), for inactives: at the highest dose activity change, negative = substrate turnover. actives 0.01% (n = 390,000). purified TrxR1 substrate turnover, NADPH consumption readout. O89049. AID 588456; further: potency means the concentration at half of the fitted maximal effect; on the % scale 0 is the no-effect control and ±100 the full control effect; nearly all actives have a fitted effect of over 50% in size
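Rat TrxR1, dispensed at 90 nM, was prereduced with 400 uM NADPH (final) for 5 min at ~22 deg C, then incubated with compound 15 min before 400 uM selenite. A first-read NADPH fluorescence drop versus no-compound background flagged substrates.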
D2 antag: antagonists of human D2 dopamine receptor; AID 485344; HEK293 TREx D2 cells, calcium flux, dopamine EC80; inhibition, % at 10 µM; actives 2% (n = 340,000); in the data active means inhibition above about 30%; further: 0% is about no effect
Target sequence (P14416 whole entry, looked up): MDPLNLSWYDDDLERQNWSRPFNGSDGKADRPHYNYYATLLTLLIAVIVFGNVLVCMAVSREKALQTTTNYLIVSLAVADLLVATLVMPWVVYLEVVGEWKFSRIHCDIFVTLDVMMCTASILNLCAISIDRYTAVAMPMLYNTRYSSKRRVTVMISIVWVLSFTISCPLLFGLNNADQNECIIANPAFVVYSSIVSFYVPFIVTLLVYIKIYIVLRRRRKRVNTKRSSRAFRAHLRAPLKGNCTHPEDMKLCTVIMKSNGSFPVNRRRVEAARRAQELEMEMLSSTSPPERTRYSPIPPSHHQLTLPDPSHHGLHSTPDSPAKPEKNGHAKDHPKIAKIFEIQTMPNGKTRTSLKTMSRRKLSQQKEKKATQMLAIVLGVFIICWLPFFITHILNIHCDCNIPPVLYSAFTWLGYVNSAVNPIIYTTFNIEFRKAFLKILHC
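Inhibition of EC80 dopamine-driven calcium flux, recorded kinetically, defines activity here; cells are a tetracycline-induced HEK293 T-REx line expressing force-coupled D2.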
mIDH1 inhibitor: human IDH1 R132H inhibition; O75874; IDH1-R132H enzyme, NADPH consumption, diaphorase/resazurin fluorescence; Potency, µM (doses to about 76.6 µM), inactives show at the top dose activity change, negative = inhibition, most hits filed as inhibitors; actives 0.093% (n = 390,000); AID 602179; further: potency means the concentration at half of the fitted maximal effect; on the % scale 0 is the no-effect control and ±100 the full control effect; nearly all actives have a fitted effect of over 65% in size
Target sequence (O75874 whole entry R132H, stated change not applied): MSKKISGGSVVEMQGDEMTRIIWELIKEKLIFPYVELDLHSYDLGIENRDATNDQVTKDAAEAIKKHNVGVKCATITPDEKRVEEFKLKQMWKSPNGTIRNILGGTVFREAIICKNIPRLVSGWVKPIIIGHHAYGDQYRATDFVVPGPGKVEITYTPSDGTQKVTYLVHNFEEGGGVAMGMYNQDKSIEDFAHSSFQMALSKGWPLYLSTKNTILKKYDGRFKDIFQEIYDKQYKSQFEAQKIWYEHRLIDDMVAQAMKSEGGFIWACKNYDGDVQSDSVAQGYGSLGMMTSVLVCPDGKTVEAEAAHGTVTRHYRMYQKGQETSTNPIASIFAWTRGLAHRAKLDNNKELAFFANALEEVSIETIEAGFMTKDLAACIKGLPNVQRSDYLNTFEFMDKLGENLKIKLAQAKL
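IDH1-R132H (0.5 ug/mL dispensed) in pH 7.5 Tris buffer was preincubated 30 min with compound, then given a substrate mix of 0.016 mM NADPH and 2 mM alpha-KG for 80 min at room temperature; remaining NADPH was read by diaphorase/resazurin fluorescence.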
TRHR PAM: allosteric enhancers of human TRH receptor. P34981. TRHR cells, fluo-8 calcium fluorescence, EC20 TRH enhancement. enhancement, % at 2 µM. actives 0.66% (n = 360,000). AID 493056; in the data active means enhancement above about 30%; further: 0% is about no effect
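Enhancer read-out: after compound pinning and an initial kinetic agonist-mode read, an EC20 of TRH (10 nM final) was injected and fluo-8 calcium signal (Ex 480/Em 530) followed at 1 s/cycle for 100 cycles in TRHR-expressing cells.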
PI4K2A inh: blocks human PI4K2A kinase activity; AID 1346378; actives 0.13% (n = 420,000); purified PI4K2A, ADP-Glo luminescence, 1 h; stronger effect = lower value; activity change, negative = inhibition, % at 76.9 µM; in the data active means activity change below about -50%; inconclusive means mostly about -30% to -49%;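 further: -100% = wells without enzyme as full effect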
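ADP-Glo luminescence measured ADP generated by PI4K2A enzyme (4 ug/mL before mixing) with 1.2 mM PI substrate (pre-mix) and 300 microM ATP (pre-mix). Tris pH7.5 buffer with MgCl2, Triton X-100; 1 h reaction at ambient temperature.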
D2 agonist: activates the human D2 dopamine receptor; actives 0.53% (n = 340,000); activation, % at 2 µM; HEK293 T-REx D2 cells, calcium flux agonist mode;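 active means activation over 3 SD above normal in the single-dose calcium agonist read, cut at about 30% in these data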; further: 0% is about no effect
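Agonism scored from kinetic calcium signal (1 read/sec, 180 s) following compound pin transfer, after a 10 s baseline. Cells: HEK293 Trex line expressing inducible D2 receptor coupled to calcium, dye-loaded after overnight culture at 30 C.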
* marks the source's active call; other numbers are inactive results; ? = inconclusive; . = no result given; [ ] = another dose, or the depositor's remark. Unless noted, the call rests on the fitted dose curve; in most records, active means well fitted inhibition curve with a large enough effect; inconclusive means small, poorly fitted or top-dose-only effect; inactive means no such curve, though single readings can be large or run the other way.

SMILES	TRHR ag	TrxR1 inh	USP1 inh	TrxR1 substrate	D2 antag	mIDH1 inhibitor	TRHR PAM	PI4K2A inh	D2 agonist
COc1ccc(OC)c(N(CC(=O)NCCSCc2ccco2)S(=O)(=O)c2ccc(OC)c(OC)c2)c1	0.1	-2.7%	-7.8%	1.1%	8.2	-5.7%	-2.5	3.6	1.8
C=CCOc1c2ccc(C(=O)NC3CCCc4ccccc43)cc2nn1C (configuration not stated)	-0.3	20.3%	-16.7%	22.4%	-10.4	14.7%	-1.0	2.1	0.0
CCc1cccc(C)c1NC(=S)N(CCCN1CCOCC1)Cc1cccnc1	0.4	8.3%[57.1 µM]	-18.8%	6.1%[57.1 µM]	-1.5	4.5%	7.0	5.0	0.0
Cc1noc(C)c1COc1ccc(C(=O)NCCc2ccc(F)cc2)cc1	0.3	16.2%	-16.7%	0.7%	6.5	-17.2%	-2.3	3.6	0.2
Cc1ccc(-n2c(C)n[nH]c2=S)cc1C	0.4	-19.7%	-18.2%	-3.6%	-5.8	3.0%	45.3*	8.0	1.4
Cc1cc(C)cc(NC(=O)Cn2nc(N3CCN(c4ccccc4)CC3)ccc2=O)c1	-0.5	-5.4%[57.1 µM]	9.3%	-4.5%[57.1 µM]	.	-2.2%	-3.1	-0.4	0.0
COc1ccc2c(c1)CC(C(=O)Nc1ccc(OC)cc1OC)CO2 (configuration not stated)	-0.6	10.2%[57.1 µM]	-12.2%	6.2%[57.1 µM]	.	-9.5%	5.9	-1.2	-0.9
Cc1cc(C(=O)N/N=C2\CC(=O)c3ccccc32)c(C)n1-c1ccc(F)cc1	-0.4	?	?	-6.9%	2.7	-16.4%	4.8	-24.3	-1.0
CC(C)CC1(C2CCCC2)NC(=O)NC1=O (configuration not stated)	.	0.9%[2.29 µM]	-18.5%	8.3%[57.1 µM]	.	2.2%	.	-3.3	.
Cc1ccc(C2c3c(-c4ccccc4O)n[nH]c3C(=O)N2CCc2ccccc2)cc1 (configuration not stated)	0.8	-1.8%	31.0%[activator]	-3.7%	.	-10.2%	-2.6	-5.3	6.3
Cc1cccc(-c2c3c(=O)n(C)c(=O)n(C)c3cn2C(C)C)c1	-1.4	-8.9%	-0.7%	5.8%	-7.4	-6.6%	-0.3	-1.9	1.5
CC(=O)c1ccc(OC(=O)COc2ccccc2Cl)cc1	-0.6	17.8µM*	-11.6%	1.9%	47.8*	9.9%	2.3	11.4	1.0
N/C(=N\c1nc(CSc2nc3ccccc3s2)cc(=O)[nH]1)Nc1ccc(F)cc1	-0.1	29.3%	-18.8%	3.7%	-2.3	0.8%	0.8	1.0	0.8
CCOc1ccc2nc(N(CCCN(C)C)C(=O)c3ccc(C(=O)c4ccccc4)cc3)sc2c1	1.1	-20.6%	-1.8%	-14.8%	-15.5	-4.7%	-0.8	-1.6	2.4
O=C(CN1CCCCC1)NC(=O)NC1CCCCC1	-0.1	11.3%	-6.8%	-2.2%	7.8	-0.8%	-0.3	-1.4	0.0
COc1cccc(C(=O)Nc2ccc3[nH]c(=O)[nH]c3c2)c1OC	-0.5	5.4%[57.1 µM]	-14.4%	-1.8%[57.1 µM]	-8.4	0.5%	-5.1	1.9	0.3
CC(C)(C)c1ccc(C(=O)NC(=S)NNC(=O)COc2ccccc2)cc1	0.2	-7.0%	-22.6%	5.2%	22.3	1.1%	-7.5	-1.1	10.9
CSc1ccc(Cl)c(C(=O)NNC(=O)c2csc(N3CCOCC3)n2)c1	0.0	5.1%[57.1 µM]	-5.1%	-0.9%[57.1 µM]	-10.6	12.0%	2.2	1.8	0.5
CCOC(=O)N1CCC(NC(=O)c2ccc3c(=O)n4c(nc3c2)CCCC4)CC1	-0.4	19.6%[57.1 µM]	0.8%	5.2%[57.1 µM]	0.1	-3.3%	-2.4	0.2	-1.7
CCOC(=O)C1CCCN(c2c(C(=O)c3ccccc3)cnc3ccc(OC)cc23)C1 (configuration not stated)	-0.5	11.6%[57.1 µM]	-13.9%	-7.9%	8.3	-16.1%	-5.4	-2.0	0.9
COc1ccccc1C1CC(=O)Oc2cc(C)c(Cl)cc21 (configuration not stated)	.	4.8%	-31.6%	0.1%	.	12.3%	.	-4.6	.
COc1cc(OC)c(Nc2cc(C)nc3nc(C)nn23)cc1Cl	0.1	20.7%	-1.9%	-1.6%	11.9	9.0%	8.8	-22.0	0.2
O=C(c1ccc2c(c1)OCCO2)C1CCN(S(=O)(=O)c2ccccc2F)CC1	.	22.4%	-3.7%	1.6%	.	6.4%	.	2.5	.
CN1CCN(c2nc3c(S(=O)(=O)c4ccc(Br)cc4)nnn3c3ccsc23)CC1	0.4	9.9%	-8.0%	0.0%	.	-10.5%	8.1	-0.4	2.1
Cc1cccc(NC(=O)C2CCCCN2S(=O)(=O)c2ccccc2)c1C (configuration not stated)	.	12.9%	-22.2%	-0.5%	.	7.0%	.	-5.4	.

Rewritten bar-delimited: part of the list above
Structure | TRHR ag | TrxR1 inh | USP1 inh | TrxR1 substrate | D2 antag | mIDH1 inhibitor | TRHR PAM | PI4K2A inh | D2 agonist
N/C(=N\c1nc(CSc2nc3ccccc3s2)cc(=O)[nH]1)Nc1ccc(F)cc1 | -0.1 | 29.3% | -18.8% | 3.7% | -2.3 | 0.8% | 0.8 | 1.0 | 0.8
CCOc1ccc2nc(N(CCCN(C)C)C(=O)c3ccc(C(=O)c4ccccc4)cc3)sc2c1 | 1.1 | -20.6% | -1.8% | -14.8% | -15.5 | -4.7% | -0.8 | -1.6 | 2.4

Next section
SMILES	TRHR ag	TrxR1 inh	USP1 inh	TrxR1 substrate	D2 antag	mIDH1 inhibitor	TRHR PAM	PI4K2A inh	D2 agonist
Cc1ccc(C(=O)Nc2oc(-c3ccccc3)cc2C#N)cc1	0.2	24.8%[57.1 µM]	-19.1%	5.0%[57.1 µM]	30.5*	15.1%	2.6	-0.9	0.7
Cc1ccc(C(=O)N2CCC(C)CC2)cc1C	0.0	8.2%	?	8.1%	2.3	4.5%	0.5	0.7	-0.1
O=C(O)CCC(=O)N1CCc2cc(S(=O)(=O)N3CCN(c4ccc(F)cc4)CC3)ccc21	-1.1	13.0%[57.1 µM]	-16.5%	-3.2%[57.1 µM]	12.5	13.5%	6.8	-14.9	-1.1
Cn1c(=O)c2cc3ccc(Cl)cc3nc2n(C)c1=O	0.7	6.5%[57.1 µM]	-16.3%	8.0%[57.1 µM]	-18.8	8.0%	-5.9	2.7	1.5
Cc1cccc(Cn2nc(-n3cccc3)c3c(C)cc(C)nc32)c1	-0.9	23.3%	-25.6%	17.5%	6.6	0.2%	-0.8	2.9	-0.6
CCOC(=O)c1ccc(NC(=O)C2Cc3ccccc3C(=O)O2)cc1 (configuration not stated)	0.3	8.3%	1.8%	0.7%	.	2.0%	-3.3	-1.7	0.0
Nc1c(C(=O)c2ccccc2)oc2ccccc12	-0.4	-20.1%	-9.0%	-13.0%	-9.9	12.2%	9.3	7.4	-1.1
COc1cc([N+](=O)[O-])c2nc(C(=O)O)ccc2c1	.	-17.4%	-5.4%	-18.4%	.	-3.0%	.	4.0	.
CC(=O)C1=C(O)C(=O)N(C)C1c1ccccc1[N+](=O)[O-] (configuration not stated)	-0.4	-22.2%	-20.8%	11.9%	-6.6	-26.6%	14.1	-2.8	0.3
CCN(c1ccccc1C(=O)O)S(=O)(=O)c1ccc2[nH]c(=O)[nH]c2c1	0.3	22.4%	-24.4%	18.4%	-5.7	-8.6%	6.9	-2.9	1.1
COc1ccc(C(=O)Nc2ccc(NC(=O)c3ccco3)cc2)cc1	-2.2	4.2%[57.1 µM]	-1.1%	-0.4%[57.1 µM]	-9.6	2.8%	39.4*	-0.6	-2.5
O=C(NCc1n[nH]c(=S)n1-c1ccc(Cl)c(Cl)c1)c1ccc(S(=O)(=O)N2CCCCC2)cc1	0.4	?	-21.7%	-16.4%	0.5	-2.8%	4.6	-1.5	0.5
CC1(C)C(c2cccs2)=[N+]([O-])C2(CCCCC/C2=N\O)N1O (configuration not stated)	-0.3	-21.7%	-6.8%	-19.6%	5.5	-4.7%	1.0	-1.0	-0.9
Nc1nn2cc(-c3ccccc3)nc2c2ccccc12	-0.7	52.1%	-12.2%	225.8%[activator][57.1 µM]	19.2	-0.2%	-8.7	36.3	0.2
CCCCC(=O)Nc1ccc(C2C(=O)c3ccccc3C2=O)cc1	.	-13.7%[57.1 µM]	-9.1%	-0.8%[57.1 µM]	.	1.7%	.	-2.5	.
COc1cc(/C=C(/C#N)C(=O)NCCCc2ccccc2)ccc1OCC(=O)O	0.1	4.3%	-6.6%	-0.5%	.	17.7%	1.7	-9.1	.
Cc1nn(Cc2ccccc2)c(C)c1NC(=O)CSc1nc(C2CC2)nc2c1cnn2-c1ccccc1	-0.1	4.6%	-11.0%	-4.4%	-4.0	-8.3%	-2.0	-4.0	-0.9
CCOc1cc2[nH]c(=O)n(Cc3cccc(OC)c3)c(=O)c2cc1OCC	0.1	0.5%[57.1 µM]	-11.8%	5.2%[57.1 µM]	-1.8	2.9%	3.4	-2.4	-0.4

Copied from the list.
For TrxR1 inh, `Cc1nn(Cc2ccccc2)c(C)c1NC(=O)CSc1nc(C2CC2)nc2c1cnn2-c1ccccc1` has the entry 4.6%
For D2 agonist, `CC(=O)C1=C(O)C(=O)N(C)C1c1ccccc1[N+](=O)[O-]` (configuration not stated) has the entry 0.3
For PI4K2A inh, `CCOC(=O)c1ccc(NC(=O)C2Cc3ccccc3C(=O)O2)cc1` (configuration not stated) has the entry -1.7
For TrxR1 inh, `Cn1c(=O)c2cc3ccc(Cl)cc3nc2n(C)c1=O` has the entry 6.5%[57.1 µM]

Profiles, looked up by structure. Values in the order: TRHR ag	TrxR1 inh	USP1 inh	TrxR1 substrate	D2 antag	mIDH1 inhibitor	TRHR PAM	PI4K2A inh	D2 agonist
Results for `COc1ccc(C(=O)Nc2ccc(NC(=O)c3ccco3)cc2)cc1` → -2.2	4.2%[57.1 µM]	-1.1%	-0.4%[57.1 µM]	-9.6	2.8%	39.4*	-0.6	-2.5
Results for `Cc1cccc(Cn2nc(-n3cccc3)c3c(C)cc(C)nc32)c1` → -0.9	23.3%	-25.6%	17.5%	6.6	0.2%	-0.8	2.9	-0.6
